Screening results (PubChem BioAssay)
Wee1 degr inh = human Wee1 degradation inhibition, primary screen; P30291; HeLa Luc-Wee1K328M stability, luciferase luminescence; 100% = proteasome inhibitor MG132 effect; reporter increase, % at 5 µM; 220,000 tested, 1.2% active; AID 1321;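 active = activation above the mean of all tested compounds plus 3 SD, set per screening run, cut at about 8.8% in these data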;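 note: cells exposed to compound for 20 h before luminescence read; 0% = DMSO alone and 100% = MG132 at 30 µM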
S1P4 agonist = activates the human S1P4 receptor | S1P4-expressing cell line, agonist reporter assay | activation, % at 4.98 µM | 220,000 tested, 0.35% active; in the data active = activation above about 11%;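 note: 0% = DMSO vehicle and 100% = reference agonist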
Target sequence (O95977 whole entry, looked up): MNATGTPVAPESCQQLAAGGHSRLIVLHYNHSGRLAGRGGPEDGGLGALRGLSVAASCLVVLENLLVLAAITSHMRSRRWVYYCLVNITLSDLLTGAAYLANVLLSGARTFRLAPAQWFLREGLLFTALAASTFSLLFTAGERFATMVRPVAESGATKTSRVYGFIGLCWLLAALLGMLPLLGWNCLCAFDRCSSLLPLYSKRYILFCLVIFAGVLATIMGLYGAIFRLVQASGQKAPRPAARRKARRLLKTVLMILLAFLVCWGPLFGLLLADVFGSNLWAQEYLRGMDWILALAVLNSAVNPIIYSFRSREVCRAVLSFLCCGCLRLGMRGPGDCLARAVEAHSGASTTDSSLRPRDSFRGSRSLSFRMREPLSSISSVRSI
MDM2 E3 inh = blocks human Mdm2 ubiquitin ligase activity. cell-based MDM2 ubiquitination luciferase reporter, 2 h; 0 = plate control, 100 = twice control, blank-subtracted. signal enhancement, % at 5 µM. Q00987. 210,000 tested, 0.11% active;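 active = signal enhancement of 30% or more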;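 note: luminescence tracks abundance of the self-degrading MDM2-luciferase fusion protein; higher signal means inhibition of MDM2 E3 ligase activity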
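Assay system: stable mammalian line carrying autodegrading MDM2–luciferase fusion reporter; Input: 2000 cells in each well; Compound dosing: single-point 5 µM; Schedule: 2 h compound exposure at 37 °C; Signal: SteadyLite luciferase luminescence after 15 min room-temperature reagent incubation; Evaluation: % luminescence enhancement versus blank-corrected plate control mean; Benchmarks: plate controls and plate blanks.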
PERK inh = blocks human PERK kinase; CHO PERK-DD fusion, SEAP luminescence translation reporter; inhibition, % at 5.6 µM; 220,000 tested, 0.17% active; AID 1416;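 active = inhibition above the mean inhibition of all tested compounds plus 3 SD, set separately per screening campaign, cut at about 2.9% in these data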;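 note: PERK kinase domain activated by AP20187 dimerizer at 100 nM; 0% = DMSO with dimerizer and 100% = rapamycin at 8.4 µM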
S1P4 antag = blocks the human S1P4 receptor. O95977. S1P4-expressing cells, antagonist mode, reporter read-out. inhibition, % at 4.98 µM. 220,000 tested, 0.26% active. AID 1510; in the data active = inhibition above about 29%;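 note: 0% = wells stimulated with agonist and 100% = vehicle wells without agonist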
NPY-Y2 PAM-ag = potentiates or activates human NPY-Y2 receptor; P49146; cells expressing NPY-Y2, potentiator/agonist read-out; activation, % at 3.6 µM; 220,000 tested, 0.45% active; AID 1359; in the data active = activation above about 27%;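 note: cells stimulated with NPY near EC25 plus isoproterenol at EC100; 0% = vehicle plus submaximal agonist and 100% = vehicle plus saturating agonist; some results beyond the cut were filed as inactive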
Target sequence (P49146 whole entry, looked up): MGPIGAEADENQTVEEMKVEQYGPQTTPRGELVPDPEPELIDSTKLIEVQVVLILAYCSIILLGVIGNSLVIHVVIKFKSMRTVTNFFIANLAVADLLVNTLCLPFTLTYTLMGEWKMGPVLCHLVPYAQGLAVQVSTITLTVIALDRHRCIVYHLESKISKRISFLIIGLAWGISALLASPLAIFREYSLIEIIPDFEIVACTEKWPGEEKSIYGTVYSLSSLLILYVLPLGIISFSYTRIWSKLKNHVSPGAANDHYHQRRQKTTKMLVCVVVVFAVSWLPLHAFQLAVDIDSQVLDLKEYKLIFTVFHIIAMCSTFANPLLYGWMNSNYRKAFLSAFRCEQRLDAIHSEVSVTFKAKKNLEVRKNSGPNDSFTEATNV
eIF4E-4G inh = blocks eIF4E binding to eIF4G; TR-FRET eIF4E-eIF4GI(517-606) binding, 2 h; inhibition, % at 21.7 µM; 220,000 tested, 0.37% active;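 active = inhibition above about 30%, limit read from the data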;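 note: 0% = full FRET control wells and 100% = background wells lacking eIF4GI fragment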
Ba/F3 V617F tox = loss of viability in JAK2V617F-driven Ba/F3 cells; inhibition, % at 5.6 µM; 220,000 tested, 1.1% active; Ba/F3 EpoR-JAK2V617F viability, ATP luminescence;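 active = inhibition above the campaign mean plus 3 SD over all tested compounds, cut at about 24% in these data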;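 note: cytokine-independent growth of Ba/F3 cells driven by EpoR plus mutant JAK2; 0% = DMSO-treated cells and 100% = JAK inhibitor I control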
BaF3 parental = reduces parental Ba/F3 cell viability, JAK2V617F counter-screen. CellTiter-Glo ATP luminescence. inhibition, % at 5.6 µM. 220,000 tested, 1.1% active. AID 1486;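 active = inhibition above a per-campaign cutoff, the mean inhibition of all tested compounds plus 3 SD, cut at about 27% in these data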;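 note: 0% = DMSO wells and 100% = JAK Inhibitor I control wells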
The depositor's hits bear a star; x = no result given; [ ] = another dose, or the depositor's remark.

Start of the data: the first six entries, to show the layout:
SMILES	Wee1 degr inh	S1P4 agonist	MDM2 E3 inh	PERK inh	S1P4 antag	NPY-Y2 PAM-ag	eIF4E-4G inh	Ba/F3 V617F tox	BaF3 parental
CC(=O)Nc1ccc(NS(=O)(=O)c2cccc3ccccc23)cc1	-1	-0.4	0	1.5	3	9	-2[fluorescence artefact?]	0	7
CC(c1ccc(C(C)(C)C)cc1)S(=O)CC(O)CO (stereo not drawn)	1	1.6	5	1.0	-10	10	1	-3	3
Cc1ccc(Nc2cc(C)c3c(O)cccc3n2)cc1C	0	0.1	-6	-0.4	-10	37	0	2	-3
CCOc1ccc(CCNC(=O)C(CCC(N)=O)NC(=O)OCc2ccccc2)cc1OCC (stereo not drawn)	0	-1.1	-20	0.6	-17	-18	1	5	16
Cc1ccc(NC(=O)NC2CCCCC2)c(C)c1	1	1.2	-8	-0.8	-15	0	1	2	2
O=C1NC(=O)c2cc(NC(=O)C3CCCO3)ccc21 (stereo not drawn)	16*	3.0	-4	0.3	-7	-8	-7	2	7

The listing (from the top)
SMILES	Wee1 degr inh	S1P4 agonist	MDM2 E3 inh	PERK inh	S1P4 antag	NPY-Y2 PAM-ag	eIF4E-4G inh	Ba/F3 V617F tox	BaF3 parental
CC(=O)Nc1ccc(NS(=O)(=O)c2cccc3ccccc23)cc1	-1	-0.4	0	1.5	3	9	-2[fluorescence artefact?]	0	7
CC(c1ccc(C(C)(C)C)cc1)S(=O)CC(O)CO (stereo not drawn)	1	1.6	5	1.0	-10	10	1	-3	3
Cc1ccc(Nc2cc(C)c3c(O)cccc3n2)cc1C	0	0.1	-6	-0.4	-10	37	0	2	-3
CCOc1ccc(CCNC(=O)C(CCC(N)=O)NC(=O)OCc2ccccc2)cc1OCC (stereo not drawn)	0	-1.1	-20	0.6	-17	-18	1	5	16
Cc1ccc(NC(=O)NC2CCCCC2)c(C)c1	1	1.2	-8	-0.8	-15	0	1	2	2
O=C1NC(=O)c2cc(NC(=O)C3CCCO3)ccc21 (stereo not drawn)	16*	3.0	-4	0.3	-7	-8	-7	2	7
COc1ccnc(Oc2ccc3ccccc3c2)c1C#N	-2	0.1	11	1.2	-6	5	-5	-4	3
OCCN1CCN(CC#CCn2c3ccccc3c3ccccc32)CC1	-2	-0.6	-7	-0.2	3	-1	2	-1	2
COc1ccc(-c2csc(NC(=O)c3ccccc3NS(=O)(=O)c3ccc(F)c(F)c3)n2)cc1	-3	-4.1	-44	1.4	4	94*	3	100*	103*
O=C(NCCNC(=O)c1ccc([N+](=O)[O-])cc1)c1ccncc1	0	1.0	-8	0.3	-31	-5	8	0	3
Cc1cc(C)c(NC(=O)Cn2cnc3c(oc4ccccc43)c2=O)c(C)c1	-1	-2.2	0	0.3	1	-18	4	2	10
c1coc(CN2CCN(C(c3cccs3)c3nnnn3C3CCCC3)CC2)c1 (stereo not drawn)	1	0.4	x	-0.5	-10	5	0	0	10
O=S(=O)(c1ccc(Oc2ccc(Br)cc2F)nc1)N1CCCCC1	2	-0.7	-12	-0.3	4	4	7	5	4
Cc1ccc(-c2nnc(SCC(N)=O)n2C)cc1	0	-0.1	-13	0.1	1	-14	-2	1	7
Cc1ccc(C(=O)O/N=C/c2c(N3CCOCC3)n(C)c3ccccc23)cc1	0	-2.1	-6	0.8	-5	-5	-1	-3	3
CC(Nc1ccccc1CO)C(=O)Nc1cccc(Cl)c1Cl (stereo not drawn)	-2	0.3	-3	0.7	-9	-6	3	4	11
CCN(CC)C(=O)C1CCCN(c2ccc([N+](=O)[O-])cc2/C=N/NC(=O)c2ccc([N+](=O)[O-])cc2)C1 (stereo not drawn)	0	-1.1	8	1.9	-4	-6	-7	-2	4
CCCC(=O)Nc1ccc(-c2nc3cc(C)ccc3o2)cc1	0	-1.4	-42	-1.4	-9	-3	-40	0	3
COc1ccccc1-c1nnc(NC(=O)C2=COCCO2)o1	-3	-0.5	27	-1.1	-21	-5	0	0	-1
COc1ccc(OC)c(C(C)NC(=O)Nc2ccccc2)c1 (stereo not drawn)	-3	2.6	-8	1.1	-2	-1	1	-4	2
Cc1ccc(-c2nn3c(=O)c(C)nnc3s2)cc1	1	-0.9	2	1.0	1	-9	8[fluorescence artefact?]	0	5
Cc1ccc(-c2nc3cc(N)ccc3o2)cc1	1	-0.5	1	0.7	0	4	-5	-2	6
COC(=O)c1ccc(/C=N/Nc2nc(C)c(C)s2)cc1	6	0.3	-25	2.4	-5	-8	0	-2	5
Clc1cc2nc[nH]c2cc1Cl	-2	0.7	-5	1.0	-2	3	-2	-3	0
CCc1cccc2c(C=C(C#N)C#N)cn(CC(=O)N3CCCCCC3)c12	-1	-0.3	-13	1.5	-18	-7	1[fluorescence artefact?]	1	9
CC(=O)c1ccc(NC(=O)c2ccc(CNc3c(N4CCCC4)c(=O)c3=O)cc2)cc1	0	2.0	-7	-0.3	-14	-2	7	-2	-1
COc1ccccc1CNC(=O)COC(=O)Cc1cccs1	7	1.1	-7	0.4	-19	7	-4	-2	1
COc1ccc(OCC(O)CNC(=O)c2ccccc2C(=O)O)cc1 (stereo not drawn)	-1	0.0	1	-0.3	1	-11	1	6	9
N=c1n(CCN2CCCCC2)c2ccccc2n1CC(O)c1ccco1 (stereo not drawn)	-2	-1.2	-6	0.0	15	-14	-3	0	0
COc1cc(C2C(C#N)=C(N)N(Nc3ccccc3)C3=C2C(=O)CC(C)(C)C3)ccc1OCc1cccc(F)c1 (stereo not drawn)	0	-0.7	-13	-0.2	-10	19	3	6	6
O=C(O)c1cccc2c1C(=O)N(CC1CCCO1)C2 (stereo not drawn)	2	0.7	-10	0.1	-4	3	1	3	8
CN(C)Cc1ccccc1Cc1ccccc1	7	0.0	2	0.8	-14	-4	18	-5	7
CC(=O)Nc1cccc(NC(=O)c2sc3ncn(CC(=O)N4CCCCC4)c(=O)c3c2C)c1	5	-1.1	-5	0.2	-1	10	0	-2	2
Cc1ccccc1C(=O)NCC(=O)O	1	-1.1	11	1.5	-2	2	6	-1	-2
COC(=O)N/N=C/c1cn(CCCOc2ccc(C)cc2)c2ccccc12	-1	1.2	-10	-0.9	-14	15	5	-2	6
COc1ncnc2sc(-c3ccccc3)cc12	2	-0.9	-4	0.7	7	0	7	0	6
CC(=O)Nc1ccc(S(=O)(=O)N2CCCN(S(=O)(=O)c3ccc(C)cc3)CC2)cc1	1	1.3	-8	0.0	-1	4	-2	-2	2
NC(=O)[C@@H]1CCCNc2c(I)cc([N+](=O)[O-])cc2C(=O)N[C@@H](Cc2ccccc2)C(=O)N[C@@H](Cc2cnc[nH]2)C(=O)N1	1	2.1	x	0.6	-3	-6	8	-1	8
COc1cccc(CC2(CO)CCCN(Cc3cn[nH]c3-c3ccc(F)cc3)C2)c1 (stereo not drawn)	3	0.1	-1	2.0	-26	-12	0	0	2
O=C1CC(N2CCOCC2)C(=O)N1c1cccc(Cl)c1 (stereo not drawn)	-3	1.2	-20	0.8	-19	-7	10	2	1
COc1ccc(CNC(=O)c2cc3c(s2)CS(=O)C3)cc1 (stereo not drawn)	5	1.1	-8	-0.3	-19	-15	-1	1	3
CCCCC(=O)Nc1ccc(NC(=O)c2cccnc2)cn1	2	1.5	-6	-0.5	7	2	1	4	3
O=C1CC(c2ccccc2)C(C(=O)O)N1 (stereo not drawn)	-2	-0.6	-14	1.1	-9	2	4	1	2
CNCCCc1[nH]nc(N)c1C#N	5	-0.9	-14	0.5	-17	7	-13	-1	4
CC1(C)CC2(CC(C)(C)N1)OC(=O)N1CCc3ccccc3C12C (stereo not drawn)	-1	-1.1	5	1.1	-8	-4	5[fluorescence artefact?]	-1	4
CC1(C)Cc2c(c(N3CCCCC3)[nH]c(=S)c2C#N)CS1	2	-0.7	-5	0.4	0	-13	-19	5	5
Oc1ccc(-c2nccc(-c3cccs3)n2)cc1	1	-1.0	0	0.8	-8	-12	6	1	9
Brc1csc2ncccc12	-1	-0.9	-5	0.3	11	8	-1	-2	-4
COc1cccc(NC(=O)CN(c2cccc(OC)c2)S(C)(=O)=O)c1	4	-0.5	-12	0.5	9	4	-3	-2	6
Cn1cc(CCC(=O)NCc2ccc3c(c2)OCO3)c2ccccc21	0	0.6	0	-0.1	-6	6	6	-3	3
(further entries)
SMILES	Wee1 degr inh	S1P4 agonist	MDM2 E3 inh	PERK inh	S1P4 antag	NPY-Y2 PAM-ag	eIF4E-4G inh	Ba/F3 V617F tox	BaF3 parental
Nc1ccc(Oc2cccc(Oc3ccc(N)cc3)c2)cc1	-2	-0.2	-28	1.5	0	2	5	2	8
Cc1c(C(=O)O)[nH]c2c1C(=O)CC(c1ccccc1)C2 (stereo not drawn)	0	2.2	3	0.7	3	21	1	-2	2
CCOC(=O)C1(Cc2ccccc2)CCN(Cc2cn[nH]c2-c2ccccc2)CC1	-6	0.0	-5	-0.3	14	-10	-2	3	3
N#Cc1ccsc1NC(=O)CCc1ccccc1	3	1.8	-10	0.0	6	-12	0	1	9
COc1ccc(-c2nnc(CSc3nnc(-c4ccncc4)n3C3CCCCC3)o2)cc1OC	0	-0.1	-16	-1.4	-20	-9	6[fluorescence artefact?]	0	6
Cc1cc(C)c2ccc3c(C)c(C)nc3c2[nH]1	1	1.5	4	0.2	6	-34	1	4	4
CC(=O)N/C(=C\c1ccccc1)C(=O)NC(C)C(=O)O (stereo not drawn)	1	0.5	-3	0.1	-4	11	4	-6	0
Nc1nc2nccc(-c3ccc(Cl)cc3)n2n1	0	-2.7	1	-1.0	-6	9	-1	5	5
CCC(C)NCC(=O)Nc1sc2c(c1C(N)=O)CCC2 (stereo not drawn)	0	-0.5	-19	-0.9	6	9	-3	-3	3
COc1ccc(CCNC(=O)C2CC(=O)N(c3ccc(C(C)(C)C)cc3)C2)cc1OC (stereo not drawn)	-1	-3.3	3	0.4	-16	4	7	-3	2
O=C(CCCNC(=O)/C(=C\c1ccccc1F)NC(=O)c1ccccc1)OCc1ccccc1	3	-1.1	2	0.8	-7	-13	4	-2	6
Cc1nn2c(SCC(=O)c3cccs3)cc(C(C)(C)C)nc2c1-c1ccccc1	-2	0.2	-4	0.6	-12	8	4[fluorescence artefact?]	-1	1
Cc1cc(/C=N/NC(=O)c2cccc([N+](=O)[O-])c2)c(C)n1-c1ccccc1	0	0.9	-16	-0.4	-12	4	5	4	7
CCOc1cc(N2CCOCC2)c(OCC)cc1NC(=O)COC(=O)c1cc2ccccc2cc1O	-4	-0.8	-13	0.2	-10	0	5[fluorescence artefact?]	3	9
CC(C)C1C(=O)NC(=S)N1S(=O)(=O)c1ccc(C(C)(C)C)cc1 (stereo not drawn)	-1	-0.6	-11	-0.2	12	4	2	-1	3
O=S(=O)(NC(=NC1CCCC1)C(F)(F)F)c1ccccc1	3	-1.6	-24	-0.1	7	1	3	4	4
Cc1sc2nc(SCC(=O)N3CCCCC3)[nH]c(=O)c2c1C	1	1.2	-5	1.0	1	6	-3	-3	-1
COc1cc(Cl)c(S(=O)(=O)n2cnc(C)c2)cc1Cl	-2	2.4	x	0.3	5	-1	6	-2	3
O=C(c1sc2cc([N+](=O)[O-])ccc2c1Cl)N1CCOCC1	-1	1.1	5	1.0	4	11	7[fluorescence artefact?]	-2	1
C=CCOC(=O)c1c(C)nc2cc3c(cc2c1C)OCO3	1	-0.1	-14	-1.5	-11	2	2	5	5
COc1ccccc1CNC(=O)C1CCC(CNc2c(N3CCC(C)CC3)c(=O)c2=O)CC1 (stereo not drawn)	6	-0.7	-14	0.9	-7	9	-1	-1	0
